Abs 340nm – compound light absorbance at 340 nm, profiling panel, artefact control, biochemical, MLSMR library, data from PS, PMK, MK assays. compound absorbance at 340 nm, fold over control. fold change at 10 µM. 65,000 tested, under 10 active. AID 708, 2007;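 active = at 10 µM dose, initial 340 nm absorbance at least 2 fold that of control wells; inactive = change under 2 fold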;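 also: initial absorbance extrapolated from kinetic A340 decline of NADH oxidation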
CatB block – human cathepsin B inhibitors, primary screen, biochemical, fluorogenic substrate; P07858; purified cathepsin B, fluorescence; AID 453, 2006; inhibition, %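 (tested at 10 µM)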; 63,000 compounds, 0.1% hits; in the data active = inhibition above about 21%;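 also: 0% = enzyme with no compound and 100% = no enzyme blank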
CatB mixtures – cathepsin B inhibitors from pooled compounds, primary screen, biochemical, compound mixtures, AMC fluorescence; P07858; Purified cathepsin B, AMC dipeptide fluorescence; inhibition, %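 (ten-compound pools at 5 µM per compound and 50 µM total)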; 62,000 compounds, 0.06% hits; AID 488, 2006; in the data active = inhibition above about 22%, passing the limit was not always enough;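 also: 0% = enzyme without compound and 100% = no enzyme blank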
C1s inh – complement C1s protease inhibitors, primary screen, biochemical, 10-compound mixtures; mean inhibition % of two 10-compound mixtures (active compounds read high), % at 5 µM (by protocol); AID 538, 2006; Complement C1s subcomponent (Homo sapiens), P09871; purified C1s, fluorogenic AMC substrate, pooled mixtures; 62,000 compounds, 0.16% hits;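 active = inhibition above 20% in each of the two 10-compound mixture wells holding the compound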;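 also: 0% = enzyme wells lacking compound mixture and 100% = no-enzyme blank wells; some compounds called inactive have numbers as strong as hits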
CatL block – inhibitors of human cathepsin L, biochemical; purified cathepsin L, fluorogenic substrate, fluorescence; inhibition, %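 (tested at 10 µM)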; AID 460, 2006; 58,000 compounds, 0.17% hits; Procathepsin L (Homo sapiens), P07711; in the data active = inhibition above about 45%;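 also: 0% = enzyme with no compound and 100% = no enzyme blank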
FXIa mix inh – FXIa protease inhibitors in compound pools, primary screen, biochemical, 10-compound mixtures | Coagulation factor XI (Homo sapiens), P03951 | purified FXIa, fluorogenic substrate, pooled mixtures | inhibition, % at 5 µM | 62,000 compounds, 0.19% hits | AID 680, 2007;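 also: each value is inhibition by a whole ten-compound pool holding the compound; 0% = enzyme with no mixture and 100% = wells lacking enzyme; strong numbers were not always called active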
Target sequence (P03951 19-387 limits assumed): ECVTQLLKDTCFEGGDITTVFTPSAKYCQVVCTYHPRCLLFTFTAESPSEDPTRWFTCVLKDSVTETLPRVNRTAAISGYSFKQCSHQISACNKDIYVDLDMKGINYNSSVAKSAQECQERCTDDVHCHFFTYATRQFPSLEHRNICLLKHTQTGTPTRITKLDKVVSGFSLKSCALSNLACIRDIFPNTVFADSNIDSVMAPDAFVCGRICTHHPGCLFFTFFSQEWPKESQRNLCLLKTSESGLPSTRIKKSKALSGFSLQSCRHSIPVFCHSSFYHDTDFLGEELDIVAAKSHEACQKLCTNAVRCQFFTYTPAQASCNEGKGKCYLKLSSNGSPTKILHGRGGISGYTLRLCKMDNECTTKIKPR
Target sequence (P03951 388-625 limits assumed): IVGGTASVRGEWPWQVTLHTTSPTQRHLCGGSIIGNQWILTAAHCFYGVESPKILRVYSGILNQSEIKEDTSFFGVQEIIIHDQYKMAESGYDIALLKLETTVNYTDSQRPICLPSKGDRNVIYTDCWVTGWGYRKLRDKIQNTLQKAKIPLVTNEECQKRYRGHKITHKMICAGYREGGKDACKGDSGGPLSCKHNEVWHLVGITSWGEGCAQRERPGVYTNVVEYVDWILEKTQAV
FXIIa inh mix – human factor XIIa inhibitors, primary screen, biochemical, pooled compound mixtures, fluorogenic substrate. Coagulation factor XII (Homo sapiens), P00748. purified FXIIa. inhibition, % at 5 µM. 62,000 compounds, 0.2% hits;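 also: 0% = enzyme without compound and 100% = no enzyme blank; some results filed as inactive read as strong as hits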
Cathepsin G inh – human cathepsin G inhibitors, primary screen, biochemical, pooled compound mixtures, AMC fluorescence; P08311; inhibition, % at 5 µM (by protocol); purified enzyme, AMC-tetrapeptide fluorescence; 62,000 compounds, 0.2% hits;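 active = inhibition above 20% in each of the two mixture wells holding the compound; inactive = inhibition of 20% or less in either well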;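 also: 0% = enzyme control without mixture and 100% = blank lacking enzyme; strong numbers were not always called active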
Target sequence (P08311 21-244 limits assumed): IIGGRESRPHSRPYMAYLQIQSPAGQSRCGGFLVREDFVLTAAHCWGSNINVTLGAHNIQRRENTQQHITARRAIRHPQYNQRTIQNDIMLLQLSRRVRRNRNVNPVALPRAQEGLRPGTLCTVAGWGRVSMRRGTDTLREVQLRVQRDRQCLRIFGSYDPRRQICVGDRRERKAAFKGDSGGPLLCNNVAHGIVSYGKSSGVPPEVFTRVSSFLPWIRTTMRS
CatS inh – inhibitors of human cathepsin S, biochemical, compound mixtures; P25774; 62,000 compounds, 0.06% hits; inhibition, %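 (tested at 5 µM per compound within 10-compound mixtures)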; recombinant cathepsin S, AMC dipeptide fluorescence, pooled mixtures; in the data active = inhibition above about 32%, passing the limit was not always enough;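 also: 0% = enzyme without compound and 100% = blank without enzyme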
Target sequence (P25774 115-331 limits assumed): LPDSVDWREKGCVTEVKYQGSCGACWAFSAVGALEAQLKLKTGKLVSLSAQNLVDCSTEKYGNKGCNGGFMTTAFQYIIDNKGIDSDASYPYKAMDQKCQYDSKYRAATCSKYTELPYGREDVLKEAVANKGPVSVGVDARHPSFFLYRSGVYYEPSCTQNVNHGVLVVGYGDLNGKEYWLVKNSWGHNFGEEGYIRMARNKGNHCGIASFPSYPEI
Numbers without * were called inactive; · = no result given. Rule as the data show it, unless noted: active = inhibition above about 20% (passing the limit was not always enough); inactive = the rest.

SMILES	Abs 340nm	CatB block	CatB mixtures	C1s inh	CatL block	FXIa mix inh	FXIIa inh mix	Cathepsin G inh	CatS inh
CC1(C)CC(=O)c2c(nn(-c3ccccc3)c2N)C1	1	-3	6	-8	-3	4	-7	-2	0
CCCCCCNC(=O)Nc1ccccc1	1	·	7	17	18	7	-18	11	13
CCOC(=O)CNS(=O)(=O)c1ccc(S(=O)(=O)N2CCCC2)cc1	1	-1	-6	-19	-1	4	6	0	-14
CC(NC(=O)Cn1cnnn1)C12CC3CC(CC(C3)C1)C2 (stereo not given)	1	1	6	-7	7	7	8	-3	-1
NC(=O)CN1CCOCCN(CC(N)=O)CCOCC1	1	7	3	11	4	8	9	8	-5
COc1cccc(-c2nc(CS(=O)CC(=O)NCCCOC(C)C)c(C)o2)c1 (stereo not given)	0.96	3	0	-70	-5	-10	8	-9	-13
CCOc1ccccc1OCCCC(=O)NC1=NCCS1	0.99	0	-5	-28	15	-7	-15	-3	2
CCOC(=O)c1ccc(NC(=O)N2CCc3ccccc32)cc1	1	5	7	5	2	4	4	6	3
Cc1nc(NCC2CCCO2)c2oc3ccccc3c2n1 (stereo not given)	·	2	3	19	13	5	7	11	12
O=C(CS(=O)(=O)c1cn(Cc2ccc(Cl)cc2)c2ccccc12)N1CCCC1	0.98	-1	7	0	11	5	4	1	-3
COC(=O)CNS(=O)(=O)c1ccc(Cc2ccc(S(=O)(=O)NCC(=O)OC)cc2)cc1	1	0	2	-4	-3	13	-14	-1	3
CCCOC(=O)C1=C(C)NC2=C(C(=O)CCC2)C1c1ccc(N(C)C)cc1 (stereo not given)	1.1	1	-2	2	·	6	-19	-2	4
CC(C)(C)OC(=O)NCCc1nnc(SCC(=O)c2ccc(Cl)cc2)o1	0.98	5	5	12	10	10	3	5	-5
COc1ccc(S(=O)(=O)NCC(=O)N(CC(=O)NCC2CCCO2)c2c(C)cccc2C)cc1 (stereo not given)	1	2	5	8	8	4	-1	10	14
CCOC(=O)N1CCc2c(sc(NC(=O)c3ccc(S(=O)(=O)N4CCCC4)cc3)c2C#N)C1	1.1	2	2	-6	-12	4	4	-3	15

Laid out differently: results already given.
Abs 340nm | CatB block | CatB mixtures | C1s inh | CatL block | FXIa mix inh | FXIIa inh mix | Cathepsin G inh | CatS inh | SMILES
1 | -1 | -6 | -19 | -1 | 4 | 6 | 0 | -14 | CCOC(=O)CNS(=O)(=O)c1ccc(S(=O)(=O)N2CCCC2)cc1
1 | 1 | 6 | -7 | 7 | 7 | 8 | -3 | -1 | CC(NC(=O)Cn1cnnn1)C12CC3CC(CC(C3)C1)C2 (stereo not given)

Going on with the list:
SMILES	Abs 340nm	CatB block	CatB mixtures	C1s inh	CatL block	FXIa mix inh	FXIIa inh mix	Cathepsin G inh	CatS inh
c1ccc(OCCCn2nnc(-c3ccc(N4CCOCC4)cc3)n2)cc1	1	1	3	3	18	18	1	11	5
C=CCn1c(SCC(=O)/C(C#N)=C(\C)N)nnc1C1CCCCC1	1	0	4	4	-12	5	-6	-2	-7
N#Cc1nc(COc2ccc(Br)cc2)oc1NCCCn1ccnc1	1	-5	2	4	-11	7	1	0	-9
CCc1ccc(NC(=O)CC2NCCNC2=O)cc1 (stereo not given)	1	-4	5	-22	17	1	-16	-5	3
Cc1cccc(NC(=O)CCn2ccnc2C)c1	0.98	0	5	8	8	1	-12	13	5
Cc1cccc(NS(=O)(=O)c2cccc3cccnc23)n1	1.1	1	6	8	·	3	-8	10	8
O=C(Nc1ccc2c(c1)OCO2)Oc1ccccc1	1	-1	0	-7	8	7	2	7	-11
Cc1[nH]c(=O)[nH]c(=O)c1S(=O)(=O)N1CCCC(C(=O)NCCc2ccc(Cl)cc2)C1 (stereo not given)	1	7	1	0	-8	-6	4	5	-13
CCSCCOC(=O)C1=C(C)NC(=O)NC1c1cccc(OC)c1OC (stereo not given)	1	3	-7	-80	·	-7	0	4	2
O=C(CSc1nnc(CNc2ccc(F)cc2)n1Cc1ccccc1)NCc1ccco1	1	3	4	3	7	13	3	12	13
CCCCCCn1c(N(CC)CC)nc2c1c(=O)[nH]c(=O)n2C	1	0	0	-17	5	3	11	-20	-2
CN/C(=C/[N+](=O)[O-])NCCSCc1ccc(CN(C)C)o1	1	7	7	16	2	7	6	17	-3
O=C(c1ccc(O)cc1)c1ccc(Cl)cc1	1.1	0	0	-6	·	10	-1	9	-8
CCOC(=O)c1[nH]c2ccc(OC)cc2c1NC(=O)OC	1.1	0	8	1	-12	9	-11	7	-11
O=S(=O)(Cc1ccccc1)N1CCc2ccccc21	1	0	2	1	-3	5	3	0	-6
CC(Sc1ccccn1)C(=O)Nc1ccccc1 (stereo not given)	1.1	-1	-2	1	-4	6	4	4	1
CC(=O)N(c1ccc(Br)cc1)C1C=CS(=O)(=O)C1 (stereo not given)	0.98	-1	8	2	26	20	1	1	19
CCCN1C2CCCC1CC(NC(=O)c1ccc(F)cc1)C2 (stereo not given)	0.99	0	8	6	1	3	2	2	3
COC(=O)CN1C(=O)C2(OCCCO2)c2cc(Br)ccc21	1	1	3	-7	-15	3	-19	-5	-1
COc1cc(C2N(c3ccc(F)cc3)C(=O)C3CCCN32)cc(OC)c1OC (stereo not given)	1	10	2	11	15	2	12	9	12
COc1cccc(N(CC(=O)NCCSc2ccccc2)S(C)(=O)=O)c1	1.1	3	1	-57	13	-5	11	1	-2
COc1ccc(-c2cc(C(=O)N(C)Cc3ccccc3)no2)cc1OC	0.98	1	-1	-36	10	-5	-12	2	-3
CN(C)CCCNc1ncnc2c1cnn2-c1ccccc1	1	-2	-3	-48	8	-7	-2	-4	-5
CCC1CCCCN1S(=O)(=O)c1ccc(C(=O)Nc2nnc(-c3ccccc3Cl)o2)cc1 (stereo not given)	1	-1	9	2	17	5	3	-2	6
CCn1c(Cn2nnc(-c3ccccc3)n2)nnc1SCC(=O)Nc1cccc(C)c1C	1	1	0	2	-8	5	4	5	-7
O=C(Nc1ccc(NC(=O)c2cccs2)cn1)c1ccco1	1.1	-2	-1	5	19	4	3	0	1
CN(C)c1nc(SCCOC(=O)Nc2ccccc2)nc(N(C)C)n1	0.99	10	2	-33	19	4	-4	-7	12
COc1ccc(Cn2nnnc2CN(Cc2cc3cc(C)ccc3[nH]c2=O)C2CCCC2)cc1	0.98	8	31	-18	3	2	-17	-7	13
CCOC(=O)C1C(=O)CC(C)(O)C(C(=O)OCC)C1c1cc(Br)ccc1OC (stereo not given)	1.1	0	4	3	·	5	-1	0	-2
CCOC(=O)CSC1=C(C#N)C(c2ccccc2)C(C(C)=O)=C(C)N1 (stereo not given)	1	-5	6	-1	-13	7	1	-3	0

Continued (3 carried over from the part before).
SMILES	Abs 340nm	CatB block	CatB mixtures	C1s inh	CatL block	FXIa mix inh	FXIIa inh mix	Cathepsin G inh	CatS inh
COc1ccc(Cn2nnnc2CN(Cc2cc3cc(C)ccc3[nH]c2=O)C2CCCC2)cc1	0.98	8	31	-18	3	2	-17	-7	13
CCOC(=O)C1C(=O)CC(C)(O)C(C(=O)OCC)C1c1cc(Br)ccc1OC (stereo not given)	1.1	0	4	3	·	5	-1	0	-2
CCOC(=O)CSC1=C(C#N)C(c2ccccc2)C(C(C)=O)=C(C)N1 (stereo not given)	1	-5	6	-1	-13	7	1	-3	0
CN(C)c1nc(N)nc(-c2cccnc2)n1	1.1	2	4	-24	-7	2	6	-1	-3
COc1ccc(OC)c2[nH]c(=O)c(CCNC(=O)C(C)C)cc12	1	2	2	-5	8	-3	-5	-6	-1
Cc1ccc(S(=O)(=O)N(C)CCCC(=O)Nc2ccncc2)cc1	1	0	-13	-74	4	-25	15	-22	-15
Cc1nc2ccccc2nc1OCC(=O)NCc1ccc2c(c1)OCO2	1.1	-1	2	5	18	-1	1	14	5
C1CCC2(CC1)C1=C(CCCC1)Nc1nnnn12	0.99	2	0	3	0	9	-2	7	1
COc1ccc(C(=O)O)cc1S(=O)(=O)Nc1cccc(C)c1	1	2	4	18	-1	0	4	12	0
CC(=O)NC(NC(C)=O)c1ccc(N(C)C)cc1	1.2	5	2	1	·	10	7	-1	6
CCOC(=O)c1cnc(SCC(=O)c2ccc3c(c2)OCCO3)nc1N	1.1	2	-1	1	4	13	1	3	-7
CCOC(=O)N1CCN(C(=O)c2ccc3c(=O)n(CCC4=CCCCC4)c(=O)[nH]c3c2)CC1	1	-9	5	4	-6	8	3	0	-8
CCS(=O)(=O)N1CCN(C(=O)c2cccc(OC)c2)CC1	1	4	3	2	-5	3	1	7	-2
COc1ccc(Cn2c(=O)[nH]c3cc(C(=O)NCCCN4CCCC4)ccc3c2=O)cc1	0.99	5	5	-7	-3	-4	-12	11	17
O=C(Cc1cccs1)NCc1ccc2c(c1)OCO2	1	-1	1	0	-6	5	-1	-3	-5
COCCCNC(=O)CCCn1c(=O)c2ccccc2n(CC(=O)Nc2c(C)cccc2C)c1=O	0.99	-1	-2	-3	-7	8	4	2	-5
COc1ccc(OC)c(C(c2nnnn2CCC(C)C)N2CCN(C(=O)c3ccco3)CC2)c1 (stereo not given)	1	2	6	14	5	8	4	14	4
CC(C)COC(=O)CCn1[nH]c(=O)c2ccccc2c1=O	1	3	3	9	4	6	5	9	2
COc1ccc(OC)c(C2N(c3cc(C)on3)C(=O)C3CCCN32)c1 (stereo not given)	1	4	4	17	1	6	8	12	15
COc1cc(CN(C)CCc2ccccn2)cc(OC)c1OC	1.1	-2	8	-24	-4	13	15	2	5
CC(=O)N1CCN(C2c3cccc4cccc(c34)C2NS(=O)(=O)c2ccccc2)CC1 (stereo not given)	1	3	1	0	-4	4	1	-1	16
CCOc1ccc(C(=O)OCc2nnc(-c3cccs3)o2)cc1OC	0.98	-3	8	0	-1	3	-3	3	0
COCCOC(=O)C1=C(C)NC2=C(C(=O)CC(C)(C)C2)C1c1cccnc1 (stereo not given)	1.1	·	-3	-14	·	-2	1	5	10
Cc1ccc(S(=O)(=O)N(C)CC(=O)NC2CC(C)(C)NC(C)(C)C2)cc1	0.98	2	1	-3	3	-2	3	0	-7
OC1(c2ccccc2F)CCN(Cc2nnnn2CCc2ccccc2)CC1	1	4	9	-20	-3	4	5	8	-1
Cn1c(=O)n(C)c2cc(NS(C)(=O)=O)ccc21	0.99	·	1	-34	·	-1	6	-5	4
CC(=O)N(Cc1cc2ccc(C)c(C)c2n2nnnc12)C1CCCC1	0.99	-2	5	-8	·	6	-4	-3	14
Cc1cc(C)c(C#N)c(SCc2[nH]nc3c2C(c2ccccc2)C(C#N)=C(N)O3)n1 (stereo not given)	1	2	1	-53	6	2	5	9	-8
COc1ccccc1NC1=NC2(CCCC2)N=C(N)N1	1	4	-2	-18	11	-7	3	-8	-11
Cn1c(SCC(=O)Nc2cccc(F)c2)nnc1-c1cccnc1	1	5	4	6	·	3	4	5	2
O=C(CSc1nnc(-c2ccccc2Br)o1)Nc1cccc2ccccc12	0.97	6	6	-2	15	2	1	-6	9
CCOC(=O)NC(c1ccccc1)C1CCCCC1=O (stereo not given)	1	0	-1	-1	4	5	3	3	-4
COc1ccc(C2C3=C(CC(c4ccco4)CC3=O)Nc3ccccc3N2C(C)=O)cc1 (stereo not given)	1.2	8	7	-13	·	5	-22	-1	8
CC(C)CN(C(=O)COC(=O)c1cc2c(s1)CCC2)C1CCS(=O)(=O)C1 (stereo not given)	1	0	-2	19	11	4	-20	0	11
CCS(=O)(=O)n1nc(-c2ccc(OC)cc2)nc1SC	1	3	2	1	-7	10	-11	-3	-5
COc1cc(C(=O)Nc2nnc(CC(=O)N3CCOCC3)s2)cc(OC)c1OC	1.1	0	-3	-2	3	4	3	6	7

Screening data deposited in PubChem BioAssay by several laboratories.

An excerpt. The share of hits here may be higher or lower than overall.
